Assay outcomes (PubChem)
Bcl-W Bim block: inhibitors of Bim-Bcl-W interaction, human; bead-based flow cytometry, Bim peptide-Bcl-W binding; Q92843; inhibition, % at 10 µM; hit rate 0.02% among 190,000;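 also: 0% = bound tracer without compound and 100% = peptide blocker; higher means less fluorescent Bim peptide bound to Bcl-W beads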
Avidin bead fluor: avidin bead compound fluorescence profile; Avidin beads, compound fluorescence 488/530 nm, flow cytometry; active compounds read high; fluorescence (KMESF) at 10 µM; hit rate 0.38% among 220,000; AID 1775; in the data active = fluorescence above about 47; also: inactives centre near 10
RGS4-Gao reg: modulates binding of RGS4 to human Galphao; binding response (% of control), % at 10 µM; Multiplexed bead flow cytometry; actives lie on both sides; hit rate 0.33% among 220,000; AID 1415; in the data active = binding response below about 49% or above about 150%; inactive = in between;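 also: fluorescent Galphao activated with aluminum fluoride binding bead-coupled RGS4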
Target sequence (P09471 whole entry, looked up): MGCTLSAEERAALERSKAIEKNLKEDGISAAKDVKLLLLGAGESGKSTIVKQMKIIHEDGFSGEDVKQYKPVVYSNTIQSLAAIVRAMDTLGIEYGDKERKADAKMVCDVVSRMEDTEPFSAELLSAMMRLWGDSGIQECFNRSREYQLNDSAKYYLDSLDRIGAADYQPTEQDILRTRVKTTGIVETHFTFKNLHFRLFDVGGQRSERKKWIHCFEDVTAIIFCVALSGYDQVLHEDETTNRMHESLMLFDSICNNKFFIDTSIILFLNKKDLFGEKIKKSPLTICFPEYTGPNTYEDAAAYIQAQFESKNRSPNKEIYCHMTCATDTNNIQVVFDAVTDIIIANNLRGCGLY
RGS7-Gao: modulates binding of RGS7 to human Galphao; P09471; Multiplexed bead flow cytometry; actives lie on both sides; binding response (% of control), % at 10 µM; hit rate 0.35% among 220,000; AID 1439; in the data active = binding response below about 49% or above about 150%; inconclusive = no clear call, values can overlap the other calls; inactive = in between;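 also: fluorescent Galphao held in activated GDP-AlF4 state binding bead-coupled RGS7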
Bim-Bcl-B: human Bim-Bcl-B interaction inhibition. AID 951. bead-based flow cytometry, Bim peptide-Bcl-B binding. inhibition, % at 10 µM. Q9HD36. hit rate 0.073% among 190,000;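 also: 0% = tracer peptide without compound and 100% = reference inhibitor peptide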
Bim-Bcl-2: disrupts Bim peptide binding to human Bcl-2; Bead-based flow cytometry, Bim peptide-Bcl-2 binding; P10415; inhibition, % at 10 µM; AID 950; hit rate 0.06% among 190,000; in the data active = inhibition above about 40%; inconclusive = no clear call, values can overlap the other calls;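 also: 0% = no compound wells with probe peptide and 100% = reference peptide inhibitor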
Target sequence (P10415 whole entry, looked up): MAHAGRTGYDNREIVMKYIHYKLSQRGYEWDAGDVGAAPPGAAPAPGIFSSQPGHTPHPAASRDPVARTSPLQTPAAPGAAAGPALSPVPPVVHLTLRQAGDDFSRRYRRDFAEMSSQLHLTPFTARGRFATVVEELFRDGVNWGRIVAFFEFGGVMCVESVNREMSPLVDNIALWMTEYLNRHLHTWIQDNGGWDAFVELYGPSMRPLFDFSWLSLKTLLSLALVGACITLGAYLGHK
GSH bead fluor: compound fluoresces at 488/530 nm on GSH beads; AID 1776; hit rate 0.25% among 190,000; GSH beads flow cytometry, compound fluorescence 488/530 nm; active compounds read high; fluorescence (KMESF) at 10 µM; in the data active = fluorescence above about 89;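 also: glutathione beads carrying GST-tagged Bcl family fusion proteins plus one bare bead set; values are compound well signal with DMSO vehicle wells as background; inactives centre near 16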
ABCG2 inh: blocks JC-1 efflux by human ABCG2 transporter | Q9UNQ0 | inhibition, % at 6.6 µM | IgMXP3 cells, flow cytometry | hit rate 0.1% among 190,000;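 active = inhibition above 80%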;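 also: 0% = DMSO and 100% = nicardipine control wells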
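Test system: IgMXP3 cells (ABCG2) mixed with DDAO far-red-labelled CCRF-Adr cells (ABCB1). Reagent: JC-1 transporter substrate. Compound dosing: single test compound dose, 6.6 µM final. Times: 10 min compound exposure, 25 °C. Detection: flow cytometry of retained JC-1 fluorescence. Read-out basis: efflux inhibition in percent versus controls. Controls: nicardipine and DMSO wells.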
Bim-Bcl-XL: disrupts Bim peptide binding to human Bcl-XL. hit rate 0.04% among 190,000. bead flow cytometry, fluorescence. inhibition, % at 10 µM. AID 1007
Target sequence (Q07817 whole entry, looked up): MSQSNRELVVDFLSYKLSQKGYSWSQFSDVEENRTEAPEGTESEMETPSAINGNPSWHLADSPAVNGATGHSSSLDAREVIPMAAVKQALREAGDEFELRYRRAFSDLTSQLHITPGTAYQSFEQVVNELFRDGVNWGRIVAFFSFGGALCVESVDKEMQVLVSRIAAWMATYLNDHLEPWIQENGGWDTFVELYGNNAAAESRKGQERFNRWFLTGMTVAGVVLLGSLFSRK
ABCB1 inh: blocks JC-1 efflux by human ABCB1 transporter; P08183; CCRF-Adr cells, flow cytometry; AID 1326; inhibition, % at 6.6 µM; hit rate 0.067% among 190,000; in the data active = inhibition above about 40%;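 also: 0% = vehicle and 100% = reference inhibitor; higher value means more JC-1 retained so stronger ABCB1 efflux block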
Bim-Bfl-1: disrupts Bim binding to human Bfl-1. Q16548. Bead-based flow cytometry, Bim-Bfl-1 binding inhibition. inhibition, % at 10 µM. hit rate 0.12% among 190,000. AID 1008;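 also: 0% = wells without compound plus tracer and 100% = blocker peptide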
* = called active by the depositor; ? = inconclusive. Rule as the data show it, unless noted: active = inhibition above about 40%. No enrichment for hits; 1.3% or so of the library scored in one or more.

1	O=C(N/N=C/c1ccc(O)cc1)c1cccc(C(F)(F)F)c1
2	O=C(C[n+]1cc(Br)cc(Br)c1)c1cccc([N+](=O)[O-])c1
3	CCOC(=O)c1c(C)oc(NC(=O)CCl)c1C(=O)OCC
4	COc1ccc(/C=C2/SC(=O)N(CCCCCC(=O)Nc3ccccc3C(=O)O)C2=S)cc1
5	N#Cc1nc(-c2ccc(F)cc2)oc1NCCN1CCOCC1
6	Cc1c(Cl)cccc1NC(=S)NN
7	CCOC(=O)C1CSc2[nH]c(=O)sc2C1c1ccccc1 (stereo not given)
8	Cc1ccc(NC(=O)CSc2nnc(-c3cccs3)n2Cc2ccco2)cc1
compound no.	1	2	3	4	5	6	7	8
Bim-Bcl-XL	-2	5	-2	-1	-4	-2	0	0
ABCB1 inh	-0.1	1.1	0.4	-1.2	0.5	0.1	0.2	2.4
RGS7-Gao	100	?	92	104	101	105	102	101
Bim-Bcl-2	0	4	0	0	-6	-1	-4	0
GSH bead fluor	6	12	20	9	23	16	24	18
Bcl-W Bim block	0	4	-1	0	-1	1	1	-1
Bim-Bfl-1	-2	9	-1	-3	-6	-2	-6	-2
ABCG2 inh	1	5	9	-3	5	2	1	2
Avidin bead fluor	12	8	11	10	9	11	23	17
RGS4-Gao reg	99	97	92	101	101	101	99	101
Bim-Bcl-B	-4	0	-4	-1	-8	-14	-7	-4

Given with bars between the fields: two of the compounds above
nr | canonical_smiles | Bim-Bcl-XL | ABCB1 inh | RGS7-Gao | Bim-Bcl-2 | GSH bead fluor | Bcl-W Bim block | Bim-Bfl-1 | ABCG2 inh | Avidin bead fluor | RGS4-Gao reg | Bim-Bcl-B
3 | CCOC(=O)c1c(C)oc(NC(=O)CCl)c1C(=O)OCC | -2 | 0.4 | 92 | 0 | 20 | -1 | -1 | 9 | 11 | 92 | -4
1 | O=C(N/N=C/c1ccc(O)cc1)c1cccc(C(F)(F)F)c1 | -2 | -0.1 | 100 | 0 | 6 | 0 | -2 | 1 | 12 | 99 | -4

Continued:
9	CN(C)c1ccc(/C=c2\sc3nc(-c4ccccc4)nn3c2=O)cc1
10	Cc1ccc(NC(=O)CC(O)(C(F)(F)F)C(F)(F)F)c(Br)c1
11	Cn1c(COc2nnc(-c3ccc(Cl)cc3)c3ccccc23)nc2ccccc21
12	COc1cccc(OCC(=O)NNC(=O)Cc2cccs2)c1
13	Cn1c(=O)c2c(ncn2CC(=O)OCC(=O)NC(c2ccccc2)c2ccccc2)n(C)c1=O
14	O=C(NC1CCCC1)C1(c2ccccc2)CCN(S(=O)(=O)c2ccccc2)CC1
15	CCCCCCCCC(=O)N/N=C(\C)c1ccc(O)cc1O
16	O=C(NCc1ccccc1)C(c1ccc(F)cc1)N(Cc1ccc2c(c1)OCO2)C(=O)Cn1nnc(-c2cccs2)n1 (stereo not given)
compound no.	9	10	11	12	13	14	15	16
Bim-Bcl-XL	-1	0	0	-3	-3	-6	-3	0
ABCB1 inh	46*	0.1	1.4	0.8	0.0	2.2	0.6	1.4
RGS7-Gao	99	101	103	102	97	103	92	91
Bim-Bcl-2	-2	0	-2	-5	-2	-1	2	-1
GSH bead fluor	16	21	20	11	9	18	10	15
Bcl-W Bim block	0	-2	1	-1	-2	-3	0	1
Bim-Bfl-1	-1	-2	0	-18	-17	-3	0	-1
ABCG2 inh	63	1	3	26	3	1	16	11
Avidin bead fluor	8	7	6	15	10	26	2	3
RGS4-Gao reg	100	99	101	105	97	103	88	90
Bim-Bcl-B	0	0	0	-7	-5	-2	0	0

17	O=C(c1ccc(F)cc1)n1c(NCc2ccccc2)n[nH]c1=S
18	CCOCCCNC(=S)N1CCC(NC(=O)C23CC4CC(CC(C4)C2)C3)CC1
19	COC(=O)/C=C/COc1ccccc1[N+](=O)[O-]
20	CC(C)(O)C#Cc1ccc(CN2CCN(Cc3ccsc3)C(CCO)C2)s1 (stereo not given)
21	CC(=O)NS(=O)(=O)c1ccc(N=NN2CCOCC2)cc1
22	O=C(CCl)N1c2ccccc2OCC1c1ccccc1 (stereo not given)
23	CC1CCN(C(=O)COc2ncnc3ccccc23)CC1
24	Cc1ccc(O)c(NC(=O)CSc2ccc(Cl)cc2)c1
compound no.	17	18	19	20	21	22	23	24
Bim-Bcl-XL	-3	-2	-2	-5	-2	-6	1	0
ABCB1 inh	0.3	2.0	0.6	1.9	0.7	0.1	0.0	-0.8
RGS7-Gao	111	105	93	100	99	102	86	105
Bim-Bcl-2	2	-2	-3	-7	0	-6	-2	-1
GSH bead fluor	21	22	13	11	5	11	27	19
Bcl-W Bim block	4	0	-1	-4	0	-5	0	2
Bim-Bfl-1	0	-2	-7	-8	-2	-6	-5	-1
ABCG2 inh	2	5	6	16	3	23	-1	7
Avidin bead fluor	9	8	9	3	3	23	9	10
RGS4-Gao reg	106	98	93	99	100	99	88	101
Bim-Bcl-B	-3	-15	-2	-8	-2	-10	0	-3

Reprinted at random: seven entries already listed, in no set order.
3	CCOC(=O)c1c(C)oc(NC(=O)CCl)c1C(=O)OCC
22	O=C(CCl)N1c2ccccc2OCC1c1ccccc1 (stereo not given)
24	Cc1ccc(O)c(NC(=O)CSc2ccc(Cl)cc2)c1
13	Cn1c(=O)c2c(ncn2CC(=O)OCC(=O)NC(c2ccccc2)c2ccccc2)n(C)c1=O
8	Cc1ccc(NC(=O)CSc2nnc(-c3cccs3)n2Cc2ccco2)cc1
1	O=C(N/N=C/c1ccc(O)cc1)c1cccc(C(F)(F)F)c1
15	CCCCCCCCC(=O)N/N=C(\C)c1ccc(O)cc1O
compound no.	3	22	24	13	8	1	15
Bim-Bcl-XL	-2	-6	0	-3	0	-2	-3
ABCB1 inh	0.4	0.1	-0.8	0.0	2.4	-0.1	0.6
RGS7-Gao	92	102	105	97	101	100	92
Bim-Bcl-2	0	-6	-1	-2	0	0	2
GSH bead fluor	20	11	19	9	18	6	10
Bcl-W Bim block	-1	-5	2	-2	-1	0	0
Bim-Bfl-1	-1	-6	-1	-17	-2	-2	0
ABCG2 inh	9	23	7	3	2	1	16
Avidin bead fluor	11	23	10	10	17	12	2
RGS4-Gao reg	92	99	101	97	101	99	88
Bim-Bcl-B	-4	-10	-3	-5	-4	-4	0

(continued)
25	Cc1nc(S(=O)(=O)c2ccc(Cl)cc2Cl)nc2c1CCC2
26	COc1cccc(C(=O)NN/C(C)=C/C(=O)C(F)(F)C(F)(F)C(F)(F)F)c1
27	CSc1nc2oc3c(c2c2nncn12)CC(C)(C)SC3
28	COc1ccc(C2N(c3cc(C)on3)C(=O)C3CCCN32)cc1OC (stereo not given)
29	COc1ccc(NC2=CC(=O)N(C)C2=O)cc1
30	COc1ccc(-c2cc(N)n(CCC#N)n2)c(OC)c1
31	Cc1ccc(N(CN2C(=O)c3ccccc3C2=O)C(=O)c2ccc([N+](=O)[O-])cc2[N+](=O)[O-])cc1
32	CCC(COC(=O)Nc1cccc(C)c1C)NC(=O)OCC(C)C (stereo not given)
compound no.	25	26	27	28	29	30	31	32
Bim-Bcl-XL	-1	-9	0	-4	-7	0	-3	-4
ABCB1 inh	-1.4	0.2	0.8	0.5	0.0	-0.6	5.8	0.4
RGS7-Gao	106	102	98	100	101	98	98	103
Bim-Bcl-2	-9	-9	0	-8	-2	-10	0	-2
GSH bead fluor	36	10	43	43	11	36	7	29
Bcl-W Bim block	-2	-4	0	-1	-3	2	-4	1
Bim-Bfl-1	-11	-7	1	-10	0	-12	0	-2
ABCG2 inh	1	3	5	1	-1	0	5	1
Avidin bead fluor	8	15	27	14	2	5	2	6
RGS4-Gao reg	108	105	98	99	98	103	94	108
Bim-Bcl-B	-8	-7	0	-9	-4	-25	-5	-3

33	CCCCOC(=O)c1[nH]c(C)c(C(=O)OC)c1C
34	COCCCNC(=O)Cn1c(=O)n(CCCCCC(=O)NCc2ccc3c(c2)OCO3)c(=O)c2sccc21
35	COCc1[nH]nc2c1C(c1ccccc1Cl)C(C#N)=C(N)O2 (stereo not given)
36	Cc1[nH]nc(SCC(=O)Nc2ccc(C#N)cc2)c1[N+](=O)[O-]
37	CS(=O)(=O)N1CCC(C(=O)Nc2cc(C(F)(F)F)ccc2Cl)CC1
38	O=c1oc2ccccc2n1Cc1ccccc1
39	COc1ccccc1CN1CCN(S(=O)(=O)c2ccccc2)CC1
40	CCOP(=O)(c1ccccc1)C(O)c1ccc(Br)cc1 (stereo not given)
41	CC(CCc1ccccc1)NC(=O)CN1CCSc2ccccc21 (stereo not given)
compound no.	33	34	35	36	37	38	39	40	41
Bim-Bcl-XL	-4	1	1	-10	0	-2	2	-1	0
ABCB1 inh	0.6	-0.2	0.4	-0.3	-0.1	0.8	1.5	0.4	1.1
RGS7-Gao	101	98	111	110	98	102	98	98	107
Bim-Bcl-2	0	1	-3	-11	0	-4	1	-3	-2
GSH bead fluor	21	71	41	14	11	12	22	13	24
Bcl-W Bim block	0	0	-1	-4	-2	-1	-1	-2	-2
Bim-Bfl-1	1	0	-2	-11	-2	-5	-4	-13	0
ABCG2 inh	4	-1	1	-6	-1	-1	3	2	4
Avidin bead fluor	12	11	15	24	7	9	30	12	7
RGS4-Gao reg	101	102	109	104	99	102	99	100	107
Bim-Bcl-B	1	0	-2	-23	1	-1	-6	-7	0
